Source: PubChem (The Scripps Research Institute Molecular Screening Center)
FBW7 activator = human FBW7 E3 ligase activation, primary screen; Q969H0; AlphaScreen FBW7–phospho-cyclin E peptide binding, activator screen; normalized activity (activation), % at 26.1 µM; actives 0.13% (n = 650,000); in the data active = normalized activity above about 1.9%;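 also: purified mutant Fbw7 with reduced substrate affinity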
GPR151 activ = activates the human receptor GPR151; Q8TDV0; PathHunter beta-arrestin GPR151 cells, luminescence; activation, % at 11.2 µM; actives 1% (n = 650,000); in the data active = activation above about 4.9%;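 also: 0% = median of compound wells and 100% = cells with positive control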
Target sequence (Q8TDV0 whole entry, looked up): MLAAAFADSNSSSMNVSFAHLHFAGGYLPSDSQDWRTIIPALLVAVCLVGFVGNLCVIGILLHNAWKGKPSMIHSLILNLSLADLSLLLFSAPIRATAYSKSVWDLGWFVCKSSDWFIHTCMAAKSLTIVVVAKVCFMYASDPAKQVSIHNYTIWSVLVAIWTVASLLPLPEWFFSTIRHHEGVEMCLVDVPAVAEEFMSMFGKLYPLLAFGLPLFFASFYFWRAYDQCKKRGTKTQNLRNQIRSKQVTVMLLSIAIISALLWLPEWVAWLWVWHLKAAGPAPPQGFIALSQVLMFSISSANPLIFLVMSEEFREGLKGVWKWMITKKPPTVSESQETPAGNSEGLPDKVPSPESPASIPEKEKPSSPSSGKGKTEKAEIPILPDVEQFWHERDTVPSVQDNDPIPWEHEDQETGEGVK
MITF primary = human MITF inhibition, primary screen. O75030. AlphaScreen MITF homodimerization, bead proximity signal. inhibition, % at 2.6 µM. actives 0.91% (n = 650,000). AID 1259374; in the data active = inhibition above about 50%;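 also: 0% = vehicle wells with protein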
Target sequence (O75030 whole entry, looked up): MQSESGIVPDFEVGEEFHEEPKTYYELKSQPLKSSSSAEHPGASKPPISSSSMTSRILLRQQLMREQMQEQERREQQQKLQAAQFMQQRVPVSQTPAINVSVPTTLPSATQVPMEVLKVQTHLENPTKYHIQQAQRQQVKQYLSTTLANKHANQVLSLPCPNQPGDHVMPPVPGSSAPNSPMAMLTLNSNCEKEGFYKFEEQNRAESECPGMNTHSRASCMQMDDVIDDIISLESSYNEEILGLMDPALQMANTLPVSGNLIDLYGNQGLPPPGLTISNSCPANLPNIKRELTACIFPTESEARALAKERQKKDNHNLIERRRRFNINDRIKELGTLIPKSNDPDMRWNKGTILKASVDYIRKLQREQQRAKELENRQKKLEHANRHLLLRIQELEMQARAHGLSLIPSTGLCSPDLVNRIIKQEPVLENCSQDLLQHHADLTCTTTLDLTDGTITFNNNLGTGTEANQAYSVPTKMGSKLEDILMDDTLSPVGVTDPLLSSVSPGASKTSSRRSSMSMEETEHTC
TEAD-YAP block = TEAD-YAP interaction inhibition | HEK-TIYL cells, TEAD-Gal4/YAP UAS-luciferase luminescence | inhibition, % at 9.12 µM | actives 1.4% (n = 640,000) | AID 1259422; in the data active = inhibition above about 32%;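 also: 0% = median of test compound wells and 100% = reference inhibitor wells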
The depositor's hits bear a star; · = no result given. Not a hit list (roughly 3.4% active in at least one column).

compound,FBW7 activator,GPR151 activ,MITF primary,TEAD-YAP block
COc1ccc(C(=O)COc2ccccc2C(C)=O)cc1Br,1.0,1.9,6.4,-2.5
CC(C)N(CCNc1cc(Nc2cnccn2)nc(N)n1)C(C)C,-0.1,2.8,-4.7,0.8
CN(C)c1cccc(C(=O)NCCc2ccccc2)c1,0.1,-0.7,12.9,20.1
CCOc1ccc(NC(=O)COc2ccccc2C2C(C#N)=C(N)Oc3n[nH]c(C)c32)cc1 (stereo not given),0.2,-0.7,2.4,-12.8
COC(=O)c1c(NC(=O)CSCc2ccc([N+](=O)[O-])cc2)sc2c1CCCC2,-0.1,-1.0,-0.6,-2.1
CCCCCc1ccc(-c2ccc(C(=O)Oc3ccc(C(=O)OCC)cc3)cc2)nc1,0.1,1.2,-5.4,11.7
FC(F)(F)c1ccc2nnc(-c3cccc(I)c3)n2c1,-0.1,-0.9,-4.8,-0.8
CCOC(=O)c1[nH]c(C)c(C(=O)NCCCN(C)C2CCCCC2)c1C,0.0,-0.5,10.5,7.0
O=C(NNC(=O)c1ccccc1O)c1cccnc1,0.0,0.0,0.3,-2.1
CCCCN(C(=O)NC(=O)NC(C)(C)C)S(C)(=O)=O,-0.1,-0.2,-3.8,5.6
O=C(CC1C(=O)NCCN1Cc1ccccc1C(F)(F)F)NCCC1=CCCCC1 (stereo not given),-0.2,0.4,-0.3,13.2
CC1=C(C#N)C(c2cccs2)C2=C(N1)C1CCN2CC1 (stereo not given),-0.2,-2.2,-1.2,-0.4
Cc1ccc(N2CCN(C(=O)/C=C/c3ccccc3)CC2)nn1,0.6,-1.1,-13.5,-9.1
Cc1cc(C)n(-c2cc(C)c3ccccc3n2)n1,0.0,-1.7,19.2,-11.1
CC1c2cccn2CCN1C(=O)CC1(c2ccccc2)CC(=O)N(Cc2cccs2)C1=O (stereo not given),0.1,-0.2,5.7,3.0
COc1ccc(Nc2nc3ccc(OC)cc3s2)cc1,1.0,-1.2,8.0,-59.3
Cc1ccc(CS(=O)(=O)CCC(=O)NC2CCCCC2C)cc1 (stereo not given),0.0,0.1,-7.1,-1.7
OCCNc1ccnc(N2CCN(c3ccccn3)CC2)n1,0.2,0.3,6.4,-9.8
COc1ccc(-c2ccc3c(c2)COC2(CCN(C(C)=O)CC2)O3)cc1,1.1,-0.9,-13.8,2.8
COc1ccc(Cl)cc1C(=O)N1C(=O)c2cccc(N)c2C1=O,0.0,0.4,13.2,4.7
CCOc1ccc(CN2CCN(Cc3ccc(O)c(OC)c3)CC2CCO)cc1 (stereo not given),-0.1,0.2,2.4,-6.8
COC(=O)c1cc(NC(=O)COC(=O)c2ccccn2)ccc1Cl,-0.3,-0.6,15.5,13.6
CSCCC1NC(=O)N(CC(=O)NC(c2ccccc2)c2ccccc2)C1=O (stereo not given),-0.1,1.0,-1.1,-7.3
CN1CCc2cc3c(c4c2C1CC41CCC(=O)CC1)OCO3 (stereo not given),-0.3,3.0,-14.9,0.2
COCCNC(=O)c1ccc(CNS(=O)(=O)c2ccc(Br)cc2)cc1,0.4,-0.9,16.5,0.1
CCOC(=O)c1c(-c2ccc(C)cc2)csc1NC(=O)CSc1nc2sc3c(c2c(=O)n1-c1ccccc1)CCC3,-0.3,-1.1,-4.2,-3.4
NC(=O)Nc1ccc(C23CC4CC(CC(C4)C2)C3)cc1,0.0,1.3,-0.4,-12.8
Cc1ccccc1NC(=O)CCC(=O)N1N=C(c2ccc(Br)cc2)CC1c1ccc(Br)cc1 (stereo not given),0.1,-0.8,1.4,5.5
COc1cccc(NC(=O)CN(c2ccc(OC)cc2OC)S(=O)(=O)c2ccccc2)c1,-0.1,0.7,-1.4,6.5
CC(C)(C)c1ccc(C(=O)Nc2nc(-c3cc4ccccc4oc3=O)cs2)cc1,0.0,0.7,4.4,-6.1

Three compounds from above, arranged by number of heavy atoms, largest number first:
compound,FBW7 activator,GPR151 activ,MITF primary,TEAD-YAP block
CC(C)(C)c1ccc(C(=O)Nc2nc(-c3cc4ccccc4oc3=O)cs2)cc1,0.0,0.7,4.4,-6.1
Cc1ccc(CS(=O)(=O)CCC(=O)NC2CCCCC2C)cc1 (stereo not given),0.0,0.1,-7.1,-1.7
NC(=O)Nc1ccc(C23CC4CC(CC(C4)C2)C3)cc1,0.0,1.3,-0.4,-12.8

Additional structures:
compound,FBW7 activator,GPR151 activ,MITF primary,TEAD-YAP block
Cc1cccc(-c2cc(C(=O)Nc3ccc(Br)cc3F)c3ccccc3n2)c1,-0.1,-0.9,-3.1,-9.3
CCOC(=O)N1CCN(C(=O)c2ccc(OC)c([N+](=O)[O-])c2)CC1,0.0,-0.8,20.4,6.6
NC(=O)C1CCN(C(=O)c2c(F)cccc2F)CC1,0.2,-0.4,-2.6,-3.9
O=C1c2ccccc2C(=O)N1c1cccc(-c2csc(Nc3cccc(C(F)(F)F)c3)n2)c1,-0.1,0.2,-2.0,7.4
COCCNc1ccnc2c(-c3cccc(C(=O)O)c3)cnn12,-0.4,0.8,-1.7,98.6*
Cc1ccc(NC(=O)c2c(NC(=O)Cc3ccccc3)sc3c2CCC3)cc1,0.0,0.5,-3.6,-8.2
O=C(c1ccccc1)c1c(Nc2ccc(F)cc2)[nH]c(=O)c2ccccc12,-0.1,-0.3,-6.6,2.6
Cc1cc(Cl)ccc1OCC(=O)Nc1ccccc1C(N)=O,-0.1,0.4,-5.5,-38.0
COc1ccccc1NC(=O)C1Cc2ccccc2CN1S(=O)(=O)c1ccc(F)cc1 (stereo not given),0.1,-0.6,10.3,5.1
COc1ccccc1C1=N/C(=C/c2cccc3ccccc23)C(=O)O1,0.0,0.8,-2.6,8.6
Cc1cccc(NC(=O)c2cc([N+](=O)[O-])ccc2NCCCN2CCOCC2)n1,-0.4,-0.6,20.9,6.0
O=C(CC1C(=O)NCCN1C(=O)c1ccccc1)Nc1cccc(Cl)c1 (stereo not given),-0.2,0.8,-5.0,3.4
CCC(=O)Nc1ccccc1C(=O)OCC(=O)c1ccccc1,0.1,-2.0,-4.5,-50.1
COc1ccc(-c2noc(CN(C(=O)c3ccc(OC)c([N+](=O)[O-])c3)C(C)C)n2)cc1,0.1,-0.3,-0.9,5.5
CN(CC(=O)Nc1ccc2c(c1)OCCO2)CC(=O)Nc1ccc(F)c(F)c1F,-0.1,-1.2,5.5,9.1
CC(Oc1ccc(Br)cc1)C(=O)NCc1cccnc1 (stereo not given),-0.4,1.9,-2.6,6.9
CCN(CC)S(=O)(=O)c1ccc(OCc2ccccc2C#N)c([N+](=O)[O-])c1,-0.2,5.0*,-8.9,7.4
CC/C=C\C/C=C\C/C=C\C/C=C\C/C=C\CCCC(=O)O[C@H](COCCCCCCCCCCCCCCCC)COP(=O)(O)OCC[N+](C)(C)C,·,1.3,-6.0,·
COC(=O)c1cccc(NC(=O)c2cc(OC)c(OC)c(OC)c2)c1,0.7,-0.1,3.2,3.3
CC(C)CC(NC(N)=O)C(=O)Nc1ccc2c(c1)CCC2 (stereo not given),-0.1,1.0,-3.6,-2.3
CCOc1ccc(-c2cc(C)n3nc(C(=O)Nc4sc5c(c4C#N)CCCC5)cc3n2)cc1,0.0,-1.0,22.3,-5.6
COc1ccc(N2C(=O)/C(=C\c3cccc([N+](=O)[O-])c3)N=C2c2cccc(Cl)c2)cc1,0.2,1.1,-1.2,-6.4
COc1ccc(S(=O)(=O)Nc2ccc(-c3cn4ccsc4n3)cc2)cc1,-0.1,-0.3,8.7,0.0
CC(=O)Nc1ccc(Nc2ccnc(Nc3ccc4ncccc4c3)n2)cc1,0.0,-0.6,5.3,36.6*
O=C(NCCCN1CCCC1=O)c1ccc2c(=O)n(-c3ccccc3)c(=S)[nH]c2c1,-0.1,-0.7,-5.2,-11.2
Cc1cc(C)n2cc(CSc3nccc(=O)[nH]3)nc2n1,0.6,-0.2,12.8,-13.5
CCN1CCN(C(=O)c2sc3ncnc(NCc4ccc5c(c4)OCO5)c3c2C)CC1,-0.3,0.1,-4.6,1.4
CCc1ccc(CCC(=O)Nc2ccc(C(=O)O)cc2)o1,0.1,-0.2,-5.4,-11.4
Cc1ccc(-c2csc(=Nc3ccc(F)cc3)n2CCO)cc1,-0.3,-0.1,9.2,-14.5
O=C(N/N=C/c1cccc([N+](=O)[O-])c1)c1cc[n+](CCO)cc1,-0.1,-1.2,8.9,8.1
O=C(CCn1nnc2ccccc21)N/N=C\c1cccc(Br)c1,0.3,1.6,11.9,0.7
Cc1csc(NC(=O)C2CCCN(S(=O)(=O)c3cccc4nonc34)C2)n1 (stereo not given),0.0,0.4,-8.1,7.9
Cc1ccc(C2CC(=O)NC(SCC(=O)OCc3ccccc3)=C2C#N)cc1 (stereo not given),0.2,-0.8,0.6,0.4
CCNC(=O)Nc1cc2nc(C)n(Cc3ccccc3)c2nc1C,0.1,0.3,-4.9,1.2
NC(=O)COc1ccc(S(=O)(=O)N2CCCC2)cc1Cl,0.2,0.5,-10.7,-2.5
CCCCCCCCCCCCC/C=C/[C@@H](O)[C@H](CO)N(C)C,·,1.4,13.5,·
CCOC(=O)N1CCN(C(=O)C2CCN(c3nc4ccc(CC)cc4s3)CC2)CC1,0.6,-0.3,-7.1,11.2
O=C(Cc1cc(=O)[nH]c(SCc2ccccc2F)n1)NC1CCCC1,0.1,-1.3,20.4,-2.1
O=C(NCCc1ccc(F)cc1)c1ccccc1I,0.1,-1.2,6.8,-38.4
COc1cc(/C=C(\C#N)c2nn(-c3ccccc3)c(N)c2C#N)ccc1OCc1c(F)cccc1Cl,0.1,-0.6,1.7,0.8
CCOC(=O)c1sc(NC(=O)CCOc2ccccc2)c(C(=O)OCC)c1C,0.5,-0.5,7.5,8.8
Cc1ccc(OCCCN2CC(C)CC(C)C2)c([N+](=O)[O-])c1 (stereo not given),0.2,-0.5,16.2,1.3
O=C(CC1CC2CCC1C2)Nc1ncn[nH]1 (stereo not given),0.9,0.4,12.5,10.1
O=C(CSc1ccc(Br)cc1)Nc1ccccc1N1CCOCC1,0.8,-1.8,-1.8,3.8
Cc1cccc(NS(=O)(=O)c2ccc(NS(=O)(=O)c3cccc([N+](=O)[O-])c3)cc2)c1,0.1,-2.9,9.0,2.8
CCOCCCNC(=O)c1ccc2c(c1)ncn2-c1ccc(C(C)C)cc1,0.0,0.0,-3.9,12.7
O=C(c1c[nH]c2ccc(F)cc2c1=O)N1CCCc2ccccc21,-0.2,0.8,-6.7,-9.0
CCC1=NN2C(=N)/C(=C/c3ccc(OC)c(OC)c3)C(=O)N=C2S1,0.0,2.1,-11.1,-7.8
CCc1c(C)nc2sc(C(=O)c3ccccc3)c(N)c2c1C,0.2,-0.7,-6.1,-19.0
O=C(Nc1ccc2c(c1)OC(F)(F)O2)c1ccco1,0.1,0.0,2.0,-30.9
CCCCOc1ccc(-c2nc(-c3ccc([N+](=O)[O-])cc3)no2)cc1,0.3,2.2,8.2,14.8
COc1ccc(-n2nc(C(=O)Nc3ccc(Cl)cn3)c3ccccc3c2=O)c(OC)c1,-0.1,-0.8,2.1,-4.2
O=C(c1ccc(-c2cnn(CCO)c2)nc1)N1CCOCC1,0.1,0.8,-1.8,-6.6
O=C(NCc1ccc2c(c1)OCO2)C1CCCN1S(=O)(=O)c1cccc2cccnc12 (stereo not given),-0.1,-0.9,3.1,-41.8
CC(=O)N1N=C(c2ccc(F)cc2)CC1c1cccc([N+](=O)[O-])c1 (stereo not given),-0.1,-1.6,0.5,-9.8
O=C(CN1C(=O)CC(c2ccccc2)Sc2ccccc21)Nc1ccccc1 (stereo not given),1.4,0.1,4.1,4.0
O=C(NCc1ccco1)c1ccc(CS(=O)Cc2ccc(Cl)cc2)o1 (stereo not given),0.0,0.3,4.3,3.8
O=C(CSc1nnc(NC(=O)C2CC2)s1)NC1CC1,-0.1,0.3,-2.3,-7.0
Cc1csc(NC(=O)CCN2C(=O)c3ccccc3S2(=O)=O)n1,0.9,-1.0,-2.0,-3.9
COc1cc2c(cc1OC)C(COc1ccc(C(C)C)cc1)N(C(=O)COc1ccccc1)CC2 (stereo not given),0.1,-0.3,13.6,0.0

Next section
compound,FBW7 activator,GPR151 activ,MITF primary,TEAD-YAP block
COc1ccc([N+](=O)[O-])cc1NC(=O)Nc1cccc(Cl)c1,0.0,-1.0,-1.6,6.8
COC(=O)c1oc2ccc(Br)cc2c1NC(=O)CCN1CCOCC1,0.0,-1.2,7.5,10.2
COc1ccc(CN2CCc3nnc(CCNC(=O)c4ccco4)n3CC2)c2ccccc12,0.1,1.0,-3.0,7.2
Cc1nc(C(=O)NCC2CC(Cc3cccc(F)c3)=NO2)cs1 (stereo not given),-0.3,1.7,-29.1,-3.9
O=C(COC(=O)c1ccccc1NS(=O)(=O)c1cccs1)c1ccc(Cl)cc1,0.0,0.6,13.9,7.0
CCOC(=O)N1CCC(n2c(SCc3c(F)cccc3Cl)nc3ccsc3c2=O)CC1,0.1,-1.5,8.4,-5.9
CCc1cc2ccccc2nc1SCCN1CCOCC1,0.0,-0.6,6.7,-1.0
O=C(Nc1cccc(C(F)(F)F)c1)N1CCC(CO)(Cc2ccccc2)CC1,0.1,0.4,5.4,0.3
O=C1CC2(CCCC2)CC(=O)N1c1ccc(F)cc1F,0.0,-1.8,-0.1,-4.6
CC(C)CCNC(=O)Nc1ccccc1,0.1,0.4,15.4,-28.3
